High-throughput results (PubChem BioAssay)
TbHK1 inh: Trypanosoma brucei hexokinase 1 inhibitors, primary screen, biochemical, G6PDH-coupled NADH absorbance, MLSCN library | recombinant TbHK1, G6PDH-coupled NADH A340 | inhibition, % at 10 µM | hit rate 0.11% among 220,000 | AID 1430, 2008;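 active means inhibition of 50% or more in the single-dose primary screen; inactive means inhibition below 50%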
PGE2 EP2 inh: human EP2 receptor antagonists, primary screen, TR-FRET cAMP, C6 glioma cells | Prostaglandin E2 receptor EP2 subtype (Homo sapiens), P43116 | C6 glioma cells expressing human EP2; cells stimulated with saturating PGE2 | inhibition, % at 25 µM | hit rate 0.52% among 260,000 | AID 1422, 2008;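 active means percent inhibition above 40 after rounding to a whole number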;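 further: rat C6 glioma host cells with rolipram phosphodiesterase inhibitor present; the protocol text gives 20 µM as final concentration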
Hck Nef HTS: inhibitors of Nef-activated human Hck kinase, primary screen, biochemical, Z-Lyte FRET, 384-well, Hck-YEEI; Tyrosine-protein kinase HCK (Homo sapiens), P08631; Recombinant Hck-YEEI plus Nef, Z-Lyte FRET kinase assay; inhibition, % at 20 µM; hit rate 0.68% among 220,000; AID 463187, 2010;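 active means Hck-Nef kinase inhibition above about 50%, limit read from the data; inactive means inhibition below that limit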;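 further: 0% = DMSO with Hck plus Nef and 100% = Hck alone without Nef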
Target sequence (P08631 whole entry, looked up): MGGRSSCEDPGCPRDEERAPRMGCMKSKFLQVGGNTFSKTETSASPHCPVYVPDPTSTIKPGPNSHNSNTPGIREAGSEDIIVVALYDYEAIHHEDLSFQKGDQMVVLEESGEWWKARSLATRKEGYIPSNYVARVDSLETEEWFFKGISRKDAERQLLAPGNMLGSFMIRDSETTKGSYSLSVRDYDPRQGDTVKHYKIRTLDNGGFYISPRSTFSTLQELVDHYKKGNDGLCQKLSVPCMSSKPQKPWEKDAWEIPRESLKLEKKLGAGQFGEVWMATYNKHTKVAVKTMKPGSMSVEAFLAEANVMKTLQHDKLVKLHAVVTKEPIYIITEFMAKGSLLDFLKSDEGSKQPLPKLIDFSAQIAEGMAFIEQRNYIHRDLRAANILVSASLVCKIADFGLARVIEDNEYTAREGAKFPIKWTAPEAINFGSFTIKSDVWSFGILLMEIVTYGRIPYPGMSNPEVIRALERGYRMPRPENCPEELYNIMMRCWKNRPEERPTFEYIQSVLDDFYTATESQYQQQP
eIF4E 4G PPI: eIF4E–eIF4G protein interaction inhibitors, primary screen, biochemical, uHTS, TR-FRET, eIF4GI fragment. Eukaryotic translation initiation factor 4E (Mus musculus) + Eukaryotic translation …. TR-FRET eIF4E-eIF4GI(517-606) binding, 2 h. inhibition, % at 21.7 µM. hit rate 0.37% among 220,000. AID 782, 2007;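 active means inhibition above about 30%, limit read from the data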;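 further: 0% = full FRET control wells and 100% = background wells lacking eIF4GI fragment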
L929 necroptosis: inhibitors of zVAD-triggered necroptosis, primary screen, L929 cells; hit rate 0.38% among 220,000; viability rescue, % at 10 µM; L929 zVAD necroptosis rescue, ATP luminescence, 24 h; with zVAD 60 µM; AID 1377, 2008;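 active means activation, scaled between plate controls, above about 75%, limit read from the data; inactive means activation under that limit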;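 further: 0% = zVAD with DMSO and 100% = DMSO alone without zVAD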
14-3-3 Bad inh: inhibitors of 14-3-3 zeta/Bad binding, primary screen, biochemical, TR-FRET, bovine 14-3-3 zeta. 14-3-3 protein zeta/delta (Bos taurus), P63103. TR-FRET 14-3-3zeta/Dy647-pBad peptide displacement, 1 h. inhibition, % at 21.7 µM. hit rate 0.71% among 220,000;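 active means inhibition above about 70%, limit read from the data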;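 further: 0% = full 14-3-3 plus peptide FRET controls and 100% = background without 14-3-3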
EP2 mod: EP2 receptor modulators, cAMP readout, primary screen, cell-based, HTRF cAMP, PGE2 stimulation. EP2-expressing cells, cAMP HTRF FRET, PGE2 co-stimulation. induction, % at 25 µM. hit rate 0.83% among 260,000;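 active means compounds whose cAMP rise, as percent of the full-agonist control response, exceeds 60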;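 further: rat C6 glioma line stably carrying human EP2 under a CMV promoter; the protocol text gives 20 µM as final concentration; 100% = response of wells given 1 µM PGE2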
Calpain2 inh: inhibitors of pig calpain II, primary screen, biochemical, fluorogenic peptide substrate, 1536-well; purified calpain II, 30 min; inhibition, % at 16 µM; hit rate 0.37% among 220,000; AID 1236, 2008;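 active means inhibition above about 50%, limit read from the data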
Rad51 HR inh: human RAD51 strand exchange inhibitors, primary screen, biochemical, fluorescence; AID 1385, 2008; inhibition, % at 10 µM; hRad51 DNA strand exchange, fluorescence dequenching; hit rate 0.085% among 200,000;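 active means inhibition above 40% at the single screening dose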;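 further: 0% = DMSO control wells and 100% = blanks with heterologous ssDNA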
Target sequence (Q06609 whole entry, looked up): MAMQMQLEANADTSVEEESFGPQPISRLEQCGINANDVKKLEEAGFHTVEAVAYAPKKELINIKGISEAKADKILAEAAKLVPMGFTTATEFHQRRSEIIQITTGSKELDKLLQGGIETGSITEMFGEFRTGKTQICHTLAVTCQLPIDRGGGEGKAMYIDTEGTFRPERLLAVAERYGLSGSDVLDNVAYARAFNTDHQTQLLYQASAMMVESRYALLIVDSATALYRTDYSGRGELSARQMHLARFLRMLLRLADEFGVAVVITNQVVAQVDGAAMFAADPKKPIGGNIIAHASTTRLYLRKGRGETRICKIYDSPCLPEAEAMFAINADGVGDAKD
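material = hRad51 filaments on single-stranded DNA | timing = filaments 15 min 37 °C, then compound 30 min | signal = FRET fluorescence dequenching, excitation 485 nm, emission 520 nm | benchmarks = control wells and blank wells on each plate | evaluation = percent inhibition relative to plate controls and blanks | compound = 10 µM final, single point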
Active calls of the source: *; nt = not tested or not shown; & = joins results of further samples; [ ] = another dose, or the depositor's remark.

SMILES	TbHK1 inh	PGE2 EP2 inh	Hck Nef HTS	eIF4E 4G PPI	L929 necroptosis	14-3-3 Bad inh	EP2 mod	Calpain2 inh	Rad51 HR inh
CCOc1ccc(-n2c(SCC(=O)NC(C)CC)nc3n[nH]c(C)c3c2=N)cc1 (stereo not given)	-23	8	0	3[fluorescence artefact?]	0.5	-1[fluorescence artefact?]	7	-149	11
O=C(NS(=O)(=O)Oc1ccc(Cl)cc1)OC[C@@H]1CCCN2CCCC[C@H]12	-5	4	0	-1	0.6	4	4	14	nt
COCCCNC(=O)c1ccc(C(=O)NCCCOC)cc1	34	7	3	10	0.0	6	-5	-7	2
O=C(NNC(=O)c1cccs1)c1ccc(Br)o1	-8	4	1	9[fluorescence artefact?]	0.4	-4[fluorescence artefact?]	-3	-4	3
O=C(COc1ccc(Cl)cc1Cl)Nc1nc2n(n1)C(c1ccccc1)CC(=O)N2 (stereo not given)	-2	16	0	0	0.2	-5	12	12	5
Cc1cc(C)c(NC(=O)CN2C(=O)NC3(CCCCC3)C2=O)c(C)c1	4	8	2	8	0.4	-2	-9	-19	-3
O=S(=O)(c1ccccc1)N1c2cc(Cl)ccc2Oc2nc3ccccc3nc21	-5	8	9	4[fluorescence artefact?]	0.2	-4[fluorescence artefact?]	61*	-20	-2
CC(=O)Cc1nsc(NC(=O)c2ccc(-c3cc(Cl)ccc3Cl)o2)n1	-33	15&8	22	-1	1.5	-7	-27&-12	-29	6
Brc1ccc2ncnc(NCc3ccccc3)c2c1	-5	9	-17	2	2.1	13	-6	-11	-5
Cc1ccc(-n2c(C)cc(-c3csc(N)n3)c2C)cc1	3	4	2	4	0.1	19	15	-7	-25
COc1ccc(C2N3CC4(C)CN2CC(C)(C3)C4O)cc1OC (stereo not given)	1	9	1	0	0.8	-1[fluorescence artefact?]	4	-5	-11
Cc1ccc(CN2CC(C(=O)Nc3nnc(SCc4c(Cl)cccc4Cl)s3)CC2=O)cc1 (stereo not given)	5	8	4	7	1.6	-5	-9	19	6
CC(C)C(=O)Nc1ccc(C(=O)NNC(=S)NC(=O)c2cccs2)cc1	-6	6	5	-2[fluorescence artefact?]	1.5	-5[fluorescence artefact?]	6	13	nt
COC(=O)c1cn(NC(=O)C2CCC(C)CC2)c(=O)c2ccccc12 (stereo not given)	1	8	-2	8	-0.5	-1	12	-17	-7
COc1cc(C(=O)OCC(C)=O)ccc1OCc1c(C)noc1C	9	5	9	-1	0.5	3	-7	37	-3
O=C(CN1CCN(CC(=O)Nc2ccccc2Cl)CC1)Nc1ccc2c(c1)OCCO2	-6	25	1	-5	3.7	-4	6	-38	-9
Cc1cccc(NC(=O)C2CCN(S(=O)(=O)c3cccc4nsnc34)CC2)n1	13	nt	3	2	0.9	0	-35	16	nt
CCCNC(=O)[C@H](C)NC(=O)c1ccc(Br)cc1	5	2	-1	0	1.6	-5	2	-12	-5
Oc1[nH]c2ccccc2c1N=Nc1ncnc2c1oc1ccccc12	-47	2	56*	13	0.4	46	-35	-9	-17
Cc1cc(C)cc(NC(=O)c2cc(C)n(Cc3cccs3)c2C)c1	-18	14	11	3	0.9	-3	-34	3	-14
CCc1nc2sc(C(C)=O)c(N)c2c2c1CCCC2	8	6	37	-4	2.1	2	32	-154	nt
CC(=O)c1ccc(OCCOc2ccc(Cl)c3cccnc23)cc1	-8	19	-23	-2	2.9	-2	-69	-22	13
Cc1ccc(-n2ncc3c(=O)n(-c4ccc(C)c(C)c4)c(-c4ccco4)nc32)cc1	-9	4	0	-1	1.6	64	11	-222	-7
COC(=O)C1C2C=CC(C3CC23)C1C(=O)OCC(=O)c1ccc(OC)cc1 (stereo not given)	1	12	1	2	-0.7	-14	-5	17	-2
CCN(CC(=O)NC1CCS(=O)(=O)C1)S(=O)(=O)c1ccccc1 (stereo not given)	36	4	1	-1	1.2	-8	5	6	-1
Cc1cc(=O)oc2cc(OCC3CC(c4ccccc4)=NO3)ccc12 (stereo not given)	-19	9	1	-3	1.1	7	-21	-5	-7
COc1ccc2nc(Cl)cc(Cl)c2c1	-2	6	19	-1	1.3	2	-23	-2	10
COCCCNc1oc(-c2ccccc2Cl)nc1C#N	-12	10	7	0	0.7	-8	-32	-65	-12
Cc1c(C(=O)OCC(=O)N2c3ccccc3CC2C)oc2ccccc12 (stereo not given)	-1	nt	0	-16	1.5	-6	6	19	nt
C=C(C)CSc1nnc2n(N)c(=O)c3ccccc3n12	-7	7	1	3	0.7	-2	18	-10	1
O=C(CCn1c(=O)sc2ccccc21)NCCCn1ccnc1	0	-3	0	0	0.5	-4	13	-9	-6
Clc1ccc(CSC2=NCCCN2)cc1Cl	-4	10	-2	5	-0.9	4	-1	-12	7
CC(C)(C)c1ccc(C(=O)N2CCC(C(=O)NCCC3=CCCCC3)CC2)cc1	1	9	-1	4	0.0	-3	7	11	-5
CCOCc1nnc(NC(=O)c2ccco2)s1	-16	7	6	-7	-0.4	-2	5	-26	3
CC1=C(C(=O)OC(C)C)C(C)NC(=O)N1 (stereo not given)	3	0	1	0	0.1	5	6	-26	1
CCCCCOC(=O)NCCOC(=O)Nc1ccc(C(=O)OCC)cc1	-7	8	0	2	4.2	-7	-10	-30	5
O=C(CCc1ccccc1)NNC(=O)c1ccco1	0	3&6	0	3	-0.5	-11	-12&4	-29	-4
CCN1CCN(c2cc(C)c3cc(NC(=O)c4ccc5c(c4)OCO5)ccc3n2)CC1	-26	22	18	-1	6.2	0	-56	-22	1
CN(C)c1ccc(-c2nnn(CC(=O)NCc3ccc4c(c3)OCO4)n2)cc1	-6	5	-6	-2	0.1	10	-54	19	-15
CC(C)Oc1ccc(C(CC(=O)O)NC(=O)CSc2ncn[nH]2)cc1 (stereo not given)	-2	13	1	2	0.0	-3	27	-22	0
CC(C)(C)c1ccc(-c2nnc(SCC(=O)O)n2N)cc1	7	4&14	1	-5[fluorescence artefact?]	2.2	10[fluorescence artefact?]	-15&-24	-5	-9
Cc1cc(OCCCn2cnc3ccccc3c2=O)ccc1[N+](=O)[O-]	24	4	2	-3	0.2	-12[fluorescence artefact?]	-53	17	6
COCCCNC(=O)CN(c1cc(Cl)ccc1OC)S(C)(=O)=O	3	4	-4	1	0.0	-8	29	-2	nt
CCOC(=O)c1c(C)n(C)c2ccc(O)c(CN3CCCCC3)c12	10	11	3	3	-0.8	-2	3	1	5
CNC(=O)CC1C(=O)N(C)C(=S)N1NC(=O)c1ccccc1 (stereo not given)	-9	3	16	-9	0.1	0	8	1	5

One compound at a time (already shown).
CC1=C(C(=O)OC(C)C)C(C)NC(=O)N1 (stereo not given) is entered as TbHK1 inh = 3; PGE2 EP2 inh = 0; Hck Nef HTS = 1; eIF4E 4G PPI = 0; L929 necroptosis = 0.1; 14-3-3 Bad inh = 5; EP2 mod = 6; Calpain2 inh = -26; Rad51 HR inh = 1
CC(C)Oc1ccc(C(CC(=O)O)NC(=O)CSc2ncn[nH]2)cc1 (stereo not given) is entered as TbHK1 inh = -2; PGE2 EP2 inh = 13; Hck Nef HTS = 1; eIF4E 4G PPI = 2; L929 necroptosis = 0.0; 14-3-3 Bad inh = -3; EP2 mod = 27; Calpain2 inh = -22; Rad51 HR inh = 0
CN(C)c1ccc(-c2nnn(CC(=O)NCc3ccc4c(c3)OCO4)n2)cc1 is entered as TbHK1 inh = -6; PGE2 EP2 inh = 5; Hck Nef HTS = -6; eIF4E 4G PPI = -2; L929 necroptosis = 0.1; 14-3-3 Bad inh = 10; EP2 mod = -54; Calpain2 inh = 19; Rad51 HR inh = -15

(cont.)
SMILES	TbHK1 inh	PGE2 EP2 inh	Hck Nef HTS	eIF4E 4G PPI	L929 necroptosis	14-3-3 Bad inh	EP2 mod	Calpain2 inh	Rad51 HR inh
O=S(=O)(c1ccc(Cl)cc1)n1cccn1	-1	2	15	-1	1.4	-6	3	-26	7
O=C(Nc1ccc2c(c1)OCO2)Nc1ccccn1	-3	14	21	-2	36	-21	-10	-28	3
CCOCCn1c(=NC(=O)c2cc(Cl)sc2Cl)sc2cc(S(N)(=O)=O)ccc21	-12	12	1	4	-0.1	2	46	-18	-3
CC(=O)c1ccc(OCC(=O)NC2CCS(=O)(=O)C2)cc1 (stereo not given)	2	4	3	-3	-0.3	50[fluorescence artefact?]	2	-15	-5
COc1ccc(NC(=O)CCCN(C)S(=O)(=O)c2ccc(C)cc2)cc1	5	6	-2	6	0.3	-21	13	-8	7
Cc1ccc(-c2noc(CN3CCOCC3)n2)cc1	1	11	0	-1	0.2	24	33	-15	-8
CC1CCCN(C(=O)C2c3ccccc3C(=O)N3CCc4ccccc4C23)C1 (stereo not given)	0	4	-3	2	-0.8	11	-19	15	-4
COc1ccc(NC(=O)C(c2cc3c(cc2[N+](=O)[O-])OCO3)N(C)C)cc1 (stereo not given)	-6	2	3	1[fluorescence artefact?]	0.1	-23	13	-6	7
C=CCn1c(SCC(=O)NC(=O)NCc2ccco2)nc2sc(C)c(C)c2c1=O	0	13	1	-15	0.0	-16[fluorescence artefact?]	13	-89	0
Cc1ccc(-c2noc(CCC(=O)N3CCCC3)n2)cc1	-4	14	1	-5	1.3	-9	6	-20	7
COc1ccccc1NC(=O)CC(=O)CSc1nnc(-c2ccc(C)cc2)n1-c1ccccc1	15	10	2	4[fluorescence artefact?]	1.1	-24	29	-68	5
CC(C)(C)C(=O)N(Cc1nc2ccccc2c(=O)[nH]1)Cc1cccs1	-2	4	10	-3	-0.8	1	-15	-31	-4
COc1ccccc1-n1cnc2cc(C(=O)NC3CCCC3)ccc21	0	3	-1	-2	0.0	-5	-17	18	-2
Cc1ccc(/C=N/NC(=O)CCCOc2ccc(Cl)cc2Cl)cc1[N+](=O)[O-]	-7	3	11	-27	0.6	2	-15	-46	1
CCOC(=O)c1c(CCl)nc2ccccc2c1C	-3	7	26	1	-0.2	7	12	3	12
Cn1c(=O)c2c(nc(CN3CCc4ccccc4C3)n2Cc2cccc(Cl)c2)n(C)c1=O	-10	8	-4	3	-0.9	12	12	1	-8
O=C(Nc1cccnc1)c1ccccc1F	-4	7	0	-3[fluorescence artefact?]	1.0	4[fluorescence artefact?]	6	-12	10
c1ccc(-c2nnc(SCc3cn4ccsc4n3)o2)cc1	5	17	2	-11	0.7	-4	-7	14	-1
O=c1oc(-c2cccs2)nc2sc3c(c12)CCCC3	-14	11	-2	0	-0.6	14	42	-64	-8
CC(C)CCNS(=O)(=O)c1ccc(-c2ccc(S(=O)(=O)NCCC(C)C)cc2)cc1	-3	8	3	-29[fluorescence artefact?]	-0.4	-15[fluorescence artefact?]	-3	-6	3
C/C(=N\N1CCN(c2ccc(Cl)cc2)CC1)c1ccco1	-5	11	5	1	-0.2	-3[fluorescence artefact?]	16	-2	nt

This is a subset; the hit share may differ from the screen's.
